Bioassay records as filed in PubChem BioAssay.
PKA-R2B activ: activators of PKA-R2B holoenzyme, primary screen, biochemical, fluorescence polarization, Cy5-IP20, human. PKA-R2B holoenzyme dissociation; R2B truncated from residue 108, S112A mutant; 0% DMSO only, 100% 113 µM cGMP. activation, % at 11.4 µM. actives 0.079% (n = 340,000);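 active means activation above a cutoff set at the mean over all compounds plus 3 SD, cut at about 18% in these data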;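 further: higher means more holoenzyme dissociation and a rise in polarization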
RTF Ca sens act: cardiac RTF calcium sensitivity activators, primary screen, biochemical, IANBD-TnC fluorescence, EC20 calcium. IANBD-labeled TnC RTF fluorescence at EC20 calcium; 0% EC20 calcium, 100% full calcium. activation, % at 7.2 µM. actives 0.24% (n = 340,000). AID 493008, 2010;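 active means activation above the mean over all tested compounds plus 3 SD, cut at about 30% in these data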;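 further: rise in fluorescence read as greater calcium sensitivity of cardiac thin filaments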
LANA DNA inh: inhibitors of KSHV C-LANA binding to DNA, primary screen, biochemical, fluorescence polarization, FAM-LBS DNA, MBP-C-LANA, single point; Kaposi's sarcoma herpesvirus LANA C-terminal domain (residues 932-1162) DNA binding; inhibition, % at 9 µM; actives 0.078% (n = 340,000); AID 504423, 2011;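 active means highest replicate inhibition at or above 60% at 9 µM, even if other replicates fall short; inactive means all replicates below 60% inhibition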;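 further: 0% = neutral control wells and 100% = 4 µM acridine orange control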
Rtt109 Vps75: inhibitors of C. albicans Rtt109/Vps75 HAT, primary screen, biochemical, ThioGlo CoA-SH fluorescence, plate reader. Histone acetyltransferase RTT109 (Candida albicans (strain SC5314 / ATCC MYA-2876)), …. inhibition, % at 34.9 µM. actives 0.16% (n = 330,000). AID 540336, 2011. purified Rtt109/Vps75, 4 h;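 active means inhibition of at least 50% in every replicate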
Target sequence (Q5AAJ8 whole entry, looked up): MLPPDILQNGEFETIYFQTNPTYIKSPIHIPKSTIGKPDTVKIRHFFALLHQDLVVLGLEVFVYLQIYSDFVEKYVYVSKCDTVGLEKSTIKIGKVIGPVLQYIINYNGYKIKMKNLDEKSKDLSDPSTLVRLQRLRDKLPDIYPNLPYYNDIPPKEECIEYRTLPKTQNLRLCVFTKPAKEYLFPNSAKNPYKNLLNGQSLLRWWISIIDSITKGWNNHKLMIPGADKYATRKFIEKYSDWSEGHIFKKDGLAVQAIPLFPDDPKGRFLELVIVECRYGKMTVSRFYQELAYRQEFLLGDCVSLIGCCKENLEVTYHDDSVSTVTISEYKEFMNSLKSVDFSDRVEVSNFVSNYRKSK
CAL PDZ FP-1: CAL PDZ peptide-binding inhibitors, primary screen, biochemical, fluorescence polarization, Cer-tagged CAL PDZ, HTS | Golgi-associated PDZ and coiled-coil motif-containing protein (Homo sapiens), Q9HD26 | purified CAL PDZ, TMR-peptide fluorescence polarization, 1 h | inhibition, % at 20 µM | actives 0.02% (n = 330,000) | AID 504414, 2011;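 active means highest replicate inhibition of at least 40%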;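 further: plate controls were DMSO neutral control wells for no effect and unlabeled competitor peptide control wells for full effect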
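Read-out basis: mP drop reported as inhibition | Assay system: Tagged CAL PDZ protein CerCALP, purified | Benchmarks: Unlabelled peptide for full inhibition, DMSO wells as neutral | Schedule: 1 h incubation at room temperature before polarization reading | Buffer or medium: Sodium phosphate/NaCl buffer pH 7.4 with TCEP, IgG, Thesit | Doses: Single point, 20 µM | Measured by: Fluorescence polarization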
Keap1 Nrf2 FP: Keap1-Nrf2 protein-protein interaction inhibitors, primary screen, biochemical, fluorescence polarization, single point; inhibition, % at 9.4 µM; Kelch-like ECH-associated protein 1 (Homo sapiens), Q14145; AID 504523, 2011; Keap1 Kelch-Nrf2 peptide fluorescence polarization, 1536-well; actives 0.15% (n = 340,000); in the data active means inhibition above about 12%;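 further: human Keap1 Kelch domain with fluorescein labeled Nrf2 9mer peptide probe; 0% = neutral control wells and 100% = peptide positive control; higher means more block of Keap1 binding to Nrf2 peptide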
CAL PDZ FP-2: untagged CAL PDZ binding inhibitors, primary screen, biochemical, fluorescence polarization, HTS. purified CAL PDZ, TMR-peptide fluorescence polarization, 1 h. Golgi-associated PDZ and coiled-coil motif-containing protein (Homo sapiens), Q9HD26. actives 0.92% (n = 300,000). inhibition, % at 24.9 µM. AID 602252, 2012;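 active means mean inhibition of at least 30% with at least half of replicates also reaching 30%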;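 further: 0% = DMSO neutral control and 100% = excess unlabeled competitor peptide PRC23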
DAGLB inh: DAGLB lipase inhibitors, primary screen, biochemical, fluorescence, HTS | Diacylglycerol lipase-beta (Homo sapiens), Q8NCG7 | HEK293T DAGLB membrane lysate, EnzChek fluorogenic substrate | inhibition, % at 5.17 µM | actives 0.059% (n = 340,000) | AID 504411, 2011; in the data active means inhibition above about 34%;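 further: 0% = enzyme with vehicle and 100% = wells lacking enzyme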
Target sequence (Q8NCG7 whole entry, looked up): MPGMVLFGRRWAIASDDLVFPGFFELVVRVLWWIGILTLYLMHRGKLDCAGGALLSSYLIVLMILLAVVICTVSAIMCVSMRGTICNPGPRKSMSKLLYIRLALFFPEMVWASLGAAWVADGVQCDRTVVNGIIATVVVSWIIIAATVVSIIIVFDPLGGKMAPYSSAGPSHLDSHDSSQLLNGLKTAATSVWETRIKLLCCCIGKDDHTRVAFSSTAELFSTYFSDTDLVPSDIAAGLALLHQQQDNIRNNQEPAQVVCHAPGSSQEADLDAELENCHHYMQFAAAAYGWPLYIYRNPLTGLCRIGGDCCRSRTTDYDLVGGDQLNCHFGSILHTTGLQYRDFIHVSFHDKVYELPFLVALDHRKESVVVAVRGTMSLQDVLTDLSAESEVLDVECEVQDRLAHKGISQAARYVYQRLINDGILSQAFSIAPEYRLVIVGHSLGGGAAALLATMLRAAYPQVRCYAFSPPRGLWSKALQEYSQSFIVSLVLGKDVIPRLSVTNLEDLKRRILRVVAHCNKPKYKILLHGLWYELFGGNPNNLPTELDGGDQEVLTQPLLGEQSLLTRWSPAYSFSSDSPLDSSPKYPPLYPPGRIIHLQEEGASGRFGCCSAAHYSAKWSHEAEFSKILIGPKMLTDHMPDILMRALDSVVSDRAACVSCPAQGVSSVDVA
RTF Ca sens inh: cardiac RTF calcium sensitivity inhibitors, primary screen, biochemical, IANBD-TnC fluorescence, EC70 calcium | Troponin I, cardiac muscle (Homo sapiens) + Troponin T, cardiac muscle (Homo sapiens) + … | IANBD-labeled cardiac RTF, Ca2+ fluorescence | inhibition, % at 7.15 µM | actives 0.12% (n = 340,000);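 active means inhibition above the mean inhibition of all tested compounds plus 3 SD, cut at about 17% in these data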;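 further: assay run at fixed EC70 calcium of 1.6 mM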
SR-BI uptake up: activators of SR-BI mediated DiI-HDL uptake, primary screen, ldlA[mSR-BI] CHO cells, DiI fluorescence. 3 h; 100 = double the neutral-control signal. AID 504775, 2011. actives 0.096% (n = 320,000). activation, % at 12.5 µM;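 active means mean replicate activation of at least 60% and every replicate at or above 60%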;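 further: 0% = median plate neutral-control signal and 100% = twice that signal; values of inactives mirror those of a sister screen read the other way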
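Test system: SR-BI-overexpressing, LDLR-lacking CHO cells; Medium: Ham's F12 with 0.5% BSA, HEPES 25 mM, pH 7.4; Schedule: 3 h, 37 °C; Technique: bottom-read fluorescence, 550/595 nm.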
* = called active by the depositor; / = not tested or not shown.

PKA-R2B activ	RTF Ca sens act	LANA DNA inh	Rtt109 Vps75	CAL PDZ FP-1	Keap1 Nrf2 FP	CAL PDZ FP-2	DAGLB inh	RTF Ca sens inh	SR-BI uptake up	SMILES
8	3	-1.2	2	-0.7	-7	-19	2	-3	-46	CC1c2cc3c(cc2CCN1CC(=O)Nc1ccc(S(=O)(=O)N2CCCC2)cc1)OCCCO3 (centres undefined)
-12	-5	0.8	-16	/	0	-6	-2	-6	-3	Cc1ccc(S(=O)(=O)N2CCCN(S(=O)(=O)c3ccc(C(F)(F)F)cc3)CC2)cc1
-4	9	1.1	-1	-3.0	3	-1	1	-13	-18	COc1ccc(-c2nc(CN3CCCC(C(=O)NC4CCCC4)C3)c(C)o2)cc1 (centres undefined)
-7	-2	0.1	0	-0.7	2	1	-1	7	28	Cc1nn(CC(=O)N(C)Cc2ccc(F)cc2)c(C)c1[N+](=O)[O-]
-5	-1	-0.4	-2	-0.4	-2	-4	3	-21	11	COC(=O)c1ccc2ncccc2c1
-4	1	1.0	4	-2.6	4	-5	-2	-9	2	C/C(Cn1nnc([N+](=O)[O-])n1)=N\NC(=O)c1ccccc1
-2	2	0.4	-5	-1.3	6	0	-4	3	14	CCN(CC)c1ccc(N2C(=NC(=O)C3CCCO3)SC3CS(=O)(=O)CC32)cc1 (centres undefined)
0	-1	-0.3	-11	-0.4	-1	/	1	-4	10	CC1(C)NC(=O)N(CC(=O)OCC(=O)Nc2cccc(F)c2)C1=O
-3	2	-5.5	-9	-0.7	3	-10	-3	5	-9	Cc1ccc(C(C(=O)NC(C)(C)C)N(Cc2ccco2)C(=O)Cn2nnc(-c3cccs3)n2)cc1 (centres undefined)
3	-1	-0.5	-4	-1.0	5	-2	1	9	-19	O=[N+]([O-])c1ccc2c(c1)C=C1CCCCC1(N1CCCCC1)O2 (centres undefined)
-11	5	0.3	-14	0.7	-3	-3	-2	-13	-1	COCCNC(=O)Cn1cnc2ccc(S(=O)(=O)N3CCC(C)CC3)cc2c1=O
-1	-2	0.1	5	-0.4	-4	-9	2	1	-1	COc1ccc(NC2CCCN(C(=O)c3ccc4nccnc4c3)C2)cc1OC (centres undefined)
1	6	-1.0	-3	-2.6	-6	-1	-6	-7	-13	Cc1ccc(C(=O)COC(=O)c2cn(-c3ccccc3)nc2-c2ccccc2)cc1[N+](=O)[O-]
-11	-9	0.7	-3	1.1	-2	-1	12	6	-18	COc1ccc(-c2c(C(F)(F)F)[nH]n3c(=O)cc(-c4ccccc4)nc23)cc1
-3	-2	-1.5	-5	-2.5	-4	/	-18	-3	-7	CCCc1nn(C)c(C(=O)Nc2ccc3ccccc3c2)c1Cl
0	0	1.0	13	-2.8	-1	-2	-2	0	-12	COc1cccc(NC(=O)CSc2nnc(Cc3ccc(C)cc3)c(=O)n2N)c1
0	10	1.5	-4	-0.1	-7	/	0	-7	-44	CCOC(=O)N1CCC(N2C(=O)c3cc(C(=O)NC4CCCCC4)ccc3C2O)CC1 (centres undefined)
-2	3	-6.6	-4	-1.2	-3	0	-2	-14	-22	CCOC(=O)Cc1csc(NC(=O)/C=C/c2ccco2)n1
-3	0	0.2	-4	-2.7	-4	-2	-2	-2	1	CN1CCN(c2oc(Cc3cccc4ccccc34)nc2C#N)CC1
5	-2	1.3	0	-0.3	-7	-2	-4	-4	-3	Cc1ccc(NC(=O)Cn2cnc3sc(C(=O)NCc4ccco4)c(C)c3c2=O)cc1Cl
-11	-5	0.7	-5	-0.3	1	1	1	1	-25	Oc1cccc(/C=N\Nc2nncc(-c3ccccc3)n2)c1
4	1	-1.6	3	-2.5	-5	-2	5	-1	15	CC1(C(=O)OCC(=O)Nc2nnc(-c3ccccc3)o2)CC1(Cl)Cl (centres undefined)
0	-3	1.0	-7	-2.5	0	-1	-2	4	-10	COc1cc(/C=N\NC(=O)C(C)(C)O)ccc1OC/C=C/c1ccccc1
-2	4	2.2	-7	-0.6	-2	-1	-8	0	-20	Cc1c(C2(O)CCCCC2)[nH]c2cc(C(F)(F)F)ccc12
-4	-3	-0.9	0	-0.6	0	/	2	-3	/	CCOCCCNC(=O)Cc1c(C(=O)O)[nH]c2ccc(Cl)cc12
-4	0	0.7	-2	1.3	4	4	-2	-10	23	O=S(=O)(Cc1cc(N2CCOCC2)nc(-c2ccccn2)n1)c1ccccc1
-5	4	1.0	-1	-0.1	-1	3	-1	2	20	O=C(O)C1CCN(C(=O)Cc2ccccc2)CC1
/	/	-1.9	5	-0.3	-5	3	/	/	-19	O=C(CCNc1n[nH]c(=O)[nH]c1=O)N/N=C\c1cccc(OCc2ccccc2)c1
4	-2	-1.1	-21	-0.2	1	-2	1	-2	5	COc1cc(-c2nnc(COC(=O)c3ccc(C)o3)o2)cc(OC)c1OC
-3	-6	0.5	-1	-0.4	-3	-8	2	-7	14	O=C(NCc1cccs1)c1cc(S(=O)(=O)N2CCOCC2)ccc1N1CCCC1
9	2	-1.4	0	-1.2	4	-2	-2	-9	-25	Cc1cc2c(=O)n(C)c(SCC(=O)Nc3cccc(F)c3)nc2s1
-22	0	2.5	15	-2.5	-1	0	-2	-10	24	CCOC(=O)CC1C(=O)NCCN1C(=S)NC(=O)c1ccccc1OC (centres undefined)
-11	-2	1.5	2	-1.5	-5	0	0	-9	-5	O=C(CN1C(=O)COc2ccccc21)NC1CCCC1
-4	2	-0.8	-6	-0.5	2	-3	-1	0	14	CCCCNC(=O)C1CCC(=O)N1CCc1ccccc1 (centres undefined)
-13	-3	1.4	6	-2.7	0	-2	-2	7	-3	O=C(NCc1ccccc1Cl)C(=O)NCC(c1ccco1)N1CCOCC1 (centres undefined)
-5	-1	-0.3	-8	-0.9	-1	0	-2	11	-22	OCCC1CN(Cc2cnc(-c3ccc(Cl)cc3)nc2)CCN1C1CCCCC1 (centres undefined)
9	1	3.9	4	-0.1	1	-1	-9	-1	-15	O=S(Cc1cc(Sc2ccccc2)nc(-c2ccccc2)n1)c1ccccc1 (centres undefined)
2	9	-1.0	3	-0.9	3	/	0	-20	-34	Cc1c(C)n(C)c2ccc(C(=O)NCc3cccs3)cc12
2	14	1.5	-1	0.4	-8	-1	3	-6	20	O=C(CCNS(=O)(=O)c1ccc2nsnc2c1)N1CCN(c2ccncc2)CC1
-5	4	-0.5	-11	-1.5	-6	-2	-2	-2	-6	COC(=O)c1ccc(N2CCC(C)CC2)c(N)c1
2	0	0.8	-8	-3.4	-11	-3	-1	-1	-24	CCN(CC)S(=O)(=O)c1ccc(OC)c(NC(=O)CCS(=O)(=O)Cc2ccccc2)c1
-2	1	-0.1	8	-1.5	2	1	3	9	-15	CCOC(=O)c1c(C)[nH]c(C(=O)CSc2nnc(C3CC3)n2N)c1C
-4	-3	-0.5	-8	-0.8	4	-5	-4	1	13	Nc1nc(NCCO)nc(NC2CCCCC2)c1[N+](=O)[O-]
-4	4	-0.6	-1	-1.4	-2	-3	-2	2	21	Cc1nc(-c2cccc(NS(=O)(=O)c3ccccc3)c2)cs1
-4	4	30	-5	0.4	-3	/	-5	-7	-10	COc1ccc(S(=O)(=O)Nc2cccc3ccc(O)cc23)cc1
4	6	-1.7	5	-0.4	1	-1	-3	8	10	Cc1[nH]c2c(C)cccc2c(=O)c1Br
-9	5	0.7	-5	-2.6	-2	-1	-4	-3	/	Cc1nc(N2CCN(c3ccccc3O)CC2)c2c(-c3ccccc3)csc2n1
-2	2	0.6	-3	-0.4	0	-1	-11	0	4	C=CCOC(=O)N1CCC2CC1c1cc(-c3ccc(OC)cc3)ccc12 (centres undefined)
0	0	0.9	-5	0.1	1	-1	1	-3	50	CCC(CC)C(=O)Nc1cc([N+](=O)[O-])ccc1F
4	2	2.9	-20	0.3	-7	-2	2	-9	7	CC1(OC(=O)CCc2ccccc2)C(=O)C=C2C=C(c3ccc(C#N)cc3)N(CCN3CCOCC3)C=C2C1=O (centres undefined)
-4	-2	1.5	-8	-1.8	2	0	1	-21	35	Cc1ccc(CN(C(=O)N2CCN(C)CC2)S(=O)(=O)c2ccc(C)cc2)cc1
0	6	-0.2	-1	-2.1	1	19	-3	0	-32	COc1ccc(CCNC(=O)c2cc(=O)[nH]c3ccc(Br)cc23)cc1OC
1	5	0.1	2	-2.2	-1	-1	-7	-6	-21	C[C@@H](CSc1ccc(Br)cc1)CN1CC[C@H](NC(=O)OCc2ccccc2)CCC1=O
0	1	-0.5	-1	/	-3	-4	1	4	-17	CCN(CC)S(=O)(=O)c1cccc(-c2nnc(SCC#N)n2Cc2ccccc2)c1
-8	1	1.7	-7	-2.2	-8	0	-4	-22	5	CCCCC1CCC(C(=O)N2CCOCC2)CC1 (centres undefined)
2	2	2.8	-4	-3.6	4	-2	-2	-3	8	Cc1c(OCC(=O)Nc2cccnc2)ccc2c3c(c(=O)oc12)CCC3
7	4	6.5	1	-0.8	2	0	1	10	5	NCC(O)c1ccc(O)c(O)c1 (centres undefined)
0	-4	0.8	-6	0.2	-3	-4	-5	-4	21	COc1ccc(CCCCCCOCc2ccccc2)cc1
